# NPY Y1 blocker: blocks the human neuropeptide Y Y1 receptor. P25929. HEK293-CNG Y1 cells, membrane potential fluorescence; NPY at EC95, then isoproterenol. inhibition, % at 3.6 µM. 200,000 tested, 1% active. AID 1040;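 active means inhibition above the campaign mean inhibition of all tested compounds plus 3 SD, cut at about 20% in these data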;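 further: 0% = DMSO wells given NPY plus isoproterenol and 100% = isoproterenol alone without NPY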
#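 Material: Y1- and CNG-channel-expressing HEK293 cells / Probe or stimulus: NPY 25 nM then isoproterenol 1 µM plus Ro 20-1724 25 µM / Doses: 3.6 µM single dose, DMSO 0.4% / Schedule: compound incubation 1 h at room temperature, readout 45 min post-stimulation / Signal: membrane potential fluorescence / Benchmarks: isoproterenol-only wells as full block versus NPY-plus-isoproterenol wells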
# PGE2 EP2 inh: inhibitors of human EP2 prostaglandin E2 receptor. inhibition, % at 25 µM. C6 glioma cells expressing human EP2, cAMP TR-FRET; cells stimulated with saturating PGE2. P43116. 260,000 tested, 0.52% active;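 active means percent inhibition above 40 after rounding to a whole number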;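 further: rat C6 glioma host cells with rolipram phosphodiesterase inhibitor present; the protocol text gives 20 µM as final concentration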
# Target sequence (P43116 whole entry, looked up): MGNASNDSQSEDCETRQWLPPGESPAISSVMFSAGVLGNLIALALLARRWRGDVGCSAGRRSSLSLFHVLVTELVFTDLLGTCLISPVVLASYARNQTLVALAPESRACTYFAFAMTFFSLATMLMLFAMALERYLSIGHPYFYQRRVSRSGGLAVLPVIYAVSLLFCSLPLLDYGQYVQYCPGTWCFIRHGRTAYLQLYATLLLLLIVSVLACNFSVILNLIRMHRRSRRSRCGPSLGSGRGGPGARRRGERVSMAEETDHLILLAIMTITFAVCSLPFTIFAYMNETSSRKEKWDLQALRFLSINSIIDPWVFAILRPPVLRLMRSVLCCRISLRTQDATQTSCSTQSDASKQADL
# NPY-Y1 PAM-ag: potentiates or activates human NPY-Y1 receptor; AID 1304; 220,000 tested, 0.37% active; P25929; activation, % at 3.6 µM; NPY-Y1 expressing cells, potentiator/agonist activation; in the data active means activation above about 33%, passing the limit was not always enough;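 further: cells stimulated with NPY at EC10 then isoproterenol at EC100; 0% = low agonist plus stimulus and 100% = saturating agonist plus stimulus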
# EP2 modulator: EP2 receptor (human) modulation | P43116 | EP2-expressing cells, cAMP HTRF FRET, PGE2 co-stimulation | induction, % at 25 µM | 260,000 tested, 0.83% active | AID 940;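 active means compounds whose cAMP rise, as percent of the full-agonist control response, exceeds 60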;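 further: rat C6 glioma line stably carrying human EP2 under a CMV promoter; the protocol text gives 20 µM as final concentration; 100% = response of wells given 1 µM PGE2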
# p97 inhibitor: human p97 ATPase inhibition. 220,000 tested, 0.42% active. AID 1481. inhibition, % at 8 µM. recombinant p97 ATPase, Kinase-Glo ATP luminescence, 3 h; in the data active means inhibition above about 15%;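 further: 0% = DMSO vehicle and 100% = wells lacking enzyme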
# S1P4 agonist: agonists of human S1P4 receptor. O95977. S1P4-expressing cell line, agonist reporter assay. activation, % at 4.98 µM. 220,000 tested, 0.35% active; in the data active means activation above about 11%;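 further: 0% = DMSO vehicle and 100% = reference agonist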
# NPY2 pot ag: potentiates or activates human NPY-Y2 receptor; P49146; 220,000 tested, 0.45% active; AID 1359; cells expressing NPY-Y2, potentiator/agonist read-out; activation, % at 3.6 µM; in the data active means activation above about 27%;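 further: cells stimulated with NPY near EC25 plus isoproterenol at EC100; 0% = vehicle plus submaximal agonist and 100% = vehicle plus saturating agonist; some results beyond the cut were filed as inactive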
# eIF4E 4G PPI: inhibitors of eIF4E and eIF4G interaction in translation initiation; inhibition, % at 21.7 µM; TR-FRET eIF4E-eIF4GI(517-606) binding, 2 h; AID 782; 220,000 tested, 0.37% active; P63073+Q04637;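 active means inhibition above about 30%, limit read from the data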;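 further: 0% = full FRET control wells and 100% = background wells lacking eIF4GI fragment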
# S1P4 antagonist: human S1P4 receptor antagonism; O95977; 220,000 tested, 0.26% active; AID 1510; inhibition, % at 4.98 µM; S1P4-expressing cells, antagonist mode, reporter read-out; in the data active means inhibition above about 29%;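 further: 0% = wells stimulated with agonist and 100% = vehicle wells without agonist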
# The depositor's hits bear a star; nt = not tested or not shown; & = joins results of further samples; [ ] = dose if it differs, or a comment. This is a subset; the hit share may differ from the screen's.
entry	SMILES	NPY Y1 blocker	PGE2 EP2 inh	NPY-Y1 PAM-ag	EP2 modulator	p97 inhibitor	S1P4 agonist	NPY2 pot ag	eIF4E 4G PPI	S1P4 antagonist
1	COc1ccc(C[C@H]2COC(=O)[C@@H]2Cc2ccc(OC3OC(CO)C(O)C(O)C3O)c(OC)c2)cc1OC (some centres not stated)	1	9	-13	17	11	1.1	2	0	-1
2	CN(C)CCCC1(c2ccc(F)cc2)OCc2cc(C#N)ccc21 (configuration not stated)	0&9	23&19	-9&-3	13&7	-4&5	-0.6&1.8	11&-12	-2&-2	-26&6
3	C/C=C/C(=O)N(CC)c1ccccc1C	-6	17&11	12	20	1	2.8	-12	4	7
4	Cc1cncn1CCc1nc2c3ccccc3nc(SCC(=O)Nc3cccc(Cl)c3)n2n1	49*	8	-107	-37	-5	1.5	-26	-25	-37
5	C/C=C(/C)C(=O)OC(C)(C)[C@@H]1Cc2c(ccc3ccc(=O)oc23)O1	4	13	-8	39	3	0.6	15	4	-9
6	CCCc1nc(C(C)(C)O)c(C(=O)O)n1Cc1ccc(-c2ccccc2-c2nn[nH]n2)cc1	4	15	4	nt	4	0.9	-8	-1	6
7	CC(C)=CCOc1c2ccoc2cc2oc(=O)ccc12	7	7	-3	53	2	0.5	0	-3	-1
8	Cc1cccc2c1NC(=O)C2(c1ccc(O)cc1)c1ccc(O)cc1	116*	12	-39	12	3	-5.2	-14	1	98*
9	CCC(NC(C)C)C(O)c1ccc(O)c2[nH]c(=O)ccc12 (configuration not stated)	-4	12	76*	78*	3	2.4	69*	0	-12
10	CCCCNc1ccc(C(=O)OCCN(C)C)cc1	6	20&20&13	-8	-25&3&15	-1	0.0	6	0	-23
11	CC1Cc2ccccc2N1NC(=O)c1ccc(Cl)c(S(N)(=O)=O)c1 (configuration not stated)	3	20&13	0	26&21	0	2.0	6	-2	-8
12	N#Cc1ccc(C(c2ccc(C#N)cc2)n2cncn2)cc1	-1	20	4	nt	3	0.0	-3	-3	0
13	CCn1cc(C(=O)O)c(=O)c2cnc(N3CCNCC3)nc21	0	17&14	-5	20&28	1	0.7	9	0	-8
14	C=CC[n+]1ccc(/C=C2\C=Cc3cc(C)ccc3N2CC)c2ccccc21	8	8	27	-57	-14	-1.6	31*	-8	-8
15	C1COC(NC(C2CC2)C2CC2)=N1	1	9&12	-22	25&0	-1	1.9	7	4	-17
16	O=C(O)c1cccnc1Nc1cccc(C(F)(F)F)c1	2	12&6&15	-28	20&-3&10	7	1.8	-11	-1	-24
17	CN1CCCN=C1COC(=O)C(O)(c1ccccc1)C1CCCCC1 (configuration not stated)	3	18&11	4	8&10	4	1.1	4	-2	-8
18	CCCCCC(=O)O[C@]1(C(C)=O)CC[C@H]2[C@@H]3CCC4=CC(=O)CC[C@]4(C)[C@H]3CC[C@@]21C	15	12	0	10	-2	0.4	1	3	-7
19	O=c1oc2c(O)c(O)cc3c(=O)oc4c(O)c(O)cc1c4c23	-1	12	-2	26&2	12	0.8	8	56*[fluorescence artefact?]	-4
20	COc1cc2ncnc(Nc3cccc(Cl)c3)c2cc1OC	-2	23	9	1	4	0.3	16	8	1
21	COc1ccc(C2CNC(=O)C2)cc1OC1CCCC1 (configuration not stated)	1&7&1	12&10	-7&-9&-4	20&40	2&-2&5	1.2&0.8&-1.5	-7&-9&-12	3&-3&1	-20&16&-7
22	CC(=O)Nc1ccc(CC(=O)O)cc1	1	10	-2	nt	0	1.2	-2	-4	9

# Two entries from above, with two lines to a compound.
# Each structure is followed by: NPY Y1 blocker, PGE2 EP2 inh, NPY-Y1 PAM-ag, EP2 modulator, p97 inhibitor, S1P4 agonist, NPY2 pot ag, eIF4E 4G PPI, S1P4 antagonist
[19] O=c1oc2c(O)c(O)cc3c(=O)oc4c(O)c(O)cc1c4c23
 : -1, 12, -2, 26&2, 12, 0.8, 8, 56*[fluorescence artefact?], -4
[17] CN1CCCN=C1COC(=O)C(O)(c1ccccc1)C1CCCCC1 (configuration not stated)
 : 3, 18&11, 4, 8&10, 4, 1.1, 4, -2, -8

# Of the compounds above, these contain nitrogen in an aromatic ring.
entry	SMILES	NPY Y1 blocker	PGE2 EP2 inh	NPY-Y1 PAM-ag	EP2 modulator	p97 inhibitor	S1P4 agonist	NPY2 pot ag	eIF4E 4G PPI	S1P4 antagonist
4	Cc1cncn1CCc1nc2c3ccccc3nc(SCC(=O)Nc3cccc(Cl)c3)n2n1	49*	8	-107	-37	-5	1.5	-26	-25	-37
6	CCCc1nc(C(C)(C)O)c(C(=O)O)n1Cc1ccc(-c2ccccc2-c2nn[nH]n2)cc1	4	15	4	nt	4	0.9	-8	-1	6
9	CCC(NC(C)C)C(O)c1ccc(O)c2[nH]c(=O)ccc12 (configuration not stated)	-4	12	76*	78*	3	2.4	69*	0	-12
12	N#Cc1ccc(C(c2ccc(C#N)cc2)n2cncn2)cc1	-1	20	4	nt	3	0.0	-3	-3	0
13	CCn1cc(C(=O)O)c(=O)c2cnc(N3CCNCC3)nc21	0	17&14	-5	20&28	1	0.7	9	0	-8
14	C=CC[n+]1ccc(/C=C2\C=Cc3cc(C)ccc3N2CC)c2ccccc21	8	8	27	-57	-14	-1.6	31*	-8	-8
16	O=C(O)c1cccnc1Nc1cccc(C(F)(F)F)c1	2	12&6&15	-28	20&-3&10	7	1.8	-11	-1	-24
20	COc1cc2ncnc(Nc3cccc(Cl)c3)c2cc1OC	-2	23	9	1	4	0.3	16	8	1

# Screens (PubChem)
